Screening data: PubChem, several laboratories
GPR55 activation: selective activators of receptor GPR55 – imaging, U2OS cells, beta-arrestin-GFP redistribution, primary screen (AID 1961) | U2OS GPR55 beta-arrestin-GFP redistribution imaging; higher % means a stronger effect | one-dose activation, % at 10 µM; EC50 in µM for titrated hits | hit rate 0.048% among 290,000;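 active means activation above 40% with more than 50 cells counted in the well; inconclusive means wells holding fewer than 50 cells, flagged as toxic or sparse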;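 further: U2OS osteosarcoma cells stably expressing GPR55 and beta-arrestin-GFP; plate controls were DMSO negative control for no effect and LPI positive control for full effect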
GPR55 LPI antagonism: GPR55 antagonists blocking LPI-driven arrestin recruitment, primary screen, imaging, U2OS, beta-arrestin-GFP, LPI agonist (AID 2013). hit rate 0.13% among 290,000. inhibition, % at 10 µM, or IC50 in µM where a hit was titrated. U2OS GPR55 beta-arrestin-GFP translocation imaging, LPI antagonism; higher % means a stronger effect;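 active means spots per cell inhibited over 60%, with over 100 cells counted and total cytoplasm intensity under 500,000; inconclusive means wells with under 100 cells, flagged as likely toxic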;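 further: U2OS cells stably carrying GPR55 and arrestin-GFP stimulated by 5 µM LPI near EC80; imaged beta-arrestin-GFP aggregate spots per cell after agonist stimulation; plate controls were LPI-stimulated DMSO wells for no effect and DMSO wells without LPI for full effect; some results filed as inactive read as strong as hits; confirmed hits need IC50 under 10 µM and bright autofluorescent wells are also inconclusive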
NTR1 agonist: NTR1-driven beta-arrestin-GFP spot formation – imaging, U2OS cells, high content, primary screen (AID 493036) | agonist mode | activation, % at 20 µM | hit rate 0.17% among 330,000;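 active means activation at or above 40% of the spot to cytoplasm intensity ratio, with at least 20 cells analyzed; inconclusive means wells under 20 cells, flagged as cytotoxic or low count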;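 further: 0% = DMSO without peptide and 100% = 100 nM NTR1 peptide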
Target sequence (P30989 whole entry, looked up): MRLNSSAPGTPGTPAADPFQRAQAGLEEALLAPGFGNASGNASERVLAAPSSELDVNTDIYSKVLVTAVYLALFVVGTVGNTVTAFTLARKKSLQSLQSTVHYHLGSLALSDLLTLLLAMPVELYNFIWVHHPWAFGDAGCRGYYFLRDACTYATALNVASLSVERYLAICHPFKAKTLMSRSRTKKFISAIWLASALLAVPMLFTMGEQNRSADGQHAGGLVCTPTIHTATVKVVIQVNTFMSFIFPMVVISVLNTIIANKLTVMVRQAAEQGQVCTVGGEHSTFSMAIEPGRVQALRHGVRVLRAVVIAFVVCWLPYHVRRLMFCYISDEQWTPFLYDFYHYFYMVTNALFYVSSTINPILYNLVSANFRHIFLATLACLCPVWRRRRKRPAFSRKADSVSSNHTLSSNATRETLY
Rac1 GTP hydrolysis: MgcRacGAP GTPase-activating activity inhibitors, confirmation, biochemical, ADP Hunter fluorescence; MgcRacGAP-stimulated Rac1 GTP hydrolysis, ADP Hunter fluorescence; higher % means a stronger effect; GST-tagged Rac1 F28L mutant substrate; one-dose inhibition, % at 30 µM; IC50 in µM for titrated hits; hit rate 0.6% among 340,000; AID 624330;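 active means first-screen hits whose inhibition reached a set limit at any dose in the follow-up dose series; inconclusive means inhibition above the set first-screen limit but never retested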;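 further: fluorescence reports GDP produced by GAP-driven GTP hydrolysis; strong numbers were not always called active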
NOD1 NF-kB reporter: inhibition of NOD1-driven NF-kB reporter – cell-based, luminescence, uHTS, primary screen (AID 1578) | NOD1-driven NF-kB luciferase reporter cells, luminescence; higher % means a stronger effect | hit rate 1% among 290,000 | inhibition, % at 4 µM; hits with a dose series show EC50 in µM; in the data active means inhibition mostly above about 36%, no sharp cut-off; inactive means mostly below about 34%;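 further: HEK-293T reporter cells stimulated with the NOD1 agonist gamma-tri-DAP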
UTI89 phage lysis: protection from phage-mediated lysis, alamar blue read-out – E. coli UTI89, K1F phage, bacterial capsule biogenesis inhibitors (AID 488966); one-dose inhibition, % at 100 µM; IC50 in µM for titrated hits; E. coli UTI89 K1F phage lysis, alamar blue, 2 h; higher % means a stronger effect; hit rate 0.02% among 340,000;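 active means phage lysis inhibition, versus mean bacterial control, above a set limit; inconclusive means no clear call, values can overlap the other calls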;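 further: capsule biogenesis inhibitors block K1F phage lysis so surviving cells raise fluorescence; higher fluorescence means more inhibition of phage lysis; actives were called in the ten point dose series up to 300 µM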
KOR beta-arrestin-1: KOR agonists, beta-arrestin recruitment, primary screen, cell-based, luminescence, uHTS (AID 1777); KOR beta-arrestin recruitment, luminescence; higher % means a stronger effect; one-dose activation, % at 10 µM; EC50 in µM for titrated hits; hit rate 0.02% among 280,000; in the data active means activation above about 50%, passing the limit was not always enough; further: a part of the inactive calls stands beside numbers as strong as those of hits
KOR beta-arrestin-2: kappa opioid receptor blockers – cell-based, luminescence, uHTS (AID 1778); hit rate 0.091% among 290,000; one-dose inhibition, % at 10 µM; IC50 in µM for titrated hits; KOR beta-arrestin recruitment, luminescence, antagonist mode; higher % means a stronger effect; in the data active means inhibition above about 50%; further: strong numbers were not always called active
GPR35 arrestin U2OS: inhibition of zaprinast-stimulated GPR35 beta-arrestin translocation – imaging, U2OS, beta-arrestin-GFP, zaprinast agonist, primary screen (AID 2058); U2OS GPR35 beta-arrestin-GFP translocation imaging, zaprinast antagonism; higher % means a stronger effect; inhibition, % at 10 µM; hits with a dose series show IC50 in µM; hit rate 0.052% among 290,000;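 active means inhibition of at least 50% with at least 30 cells and total cytoplasm GFP at most 10,000,000; inconclusive means under 30 cells or total GFP of 10,000,000 plus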
NTR1 agonist cell count 20 µM: also measured in NTR1 agonist; calls as there; cell count; measured here: cell count, cytotoxicity flag
The depositor's hits bear a star; ? = inconclusive; . = not tested or not shown; [ ] = dose if it differs, or a comment.

SMILES	GPR55 activation	GPR55 LPI antagonism	NTR1 agonist	NTR1 agonist cell count 20 µM	Rac1 GTP hydrolysis	NOD1 NF-kB reporter	UTI89 phage lysis	KOR beta-arrestin-1	KOR beta-arrestin-2	GPR35 arrestin U2OS
O=C(NC(N1CCCCCC1)C(Cl)(Cl)Cl)c1ccccc1Cl (stereo not drawn)	0.2%	5%	-0.3	41	-6%	-7%	-1.4%	0.3%	38%	10%
C=CCn1c(SCC(=O)NC2CC2)nc2sc(CC)cc2c1=O	0.2%	3%	2.0	31	2%	-42%	-1.1%	0.5%	17%	0%
CCOc1ccc(NC(=O)C2CCCN2S(=O)(=O)c2ccc(OCC)cc2)cc1 (stereo not drawn)	0.3%	3%	1.5	58	3%	-1%	-0.4%	5.0%	6%	7%
CCN(CC)C(=O)CC(c1cc(OC)c(OC)c(OC)c1)c1c(OC)cc(OC)c2ccc(=O)oc12 (stereo not drawn)	-0.1%	-3%	-2.8	99	10%	-2%	0.1%	-2.3%	30%	-4%
Cc1nc(N2CCN(C)CC2)c2cc(-c3ccccc3)sc2n1	0.0%	13%	6.9	73	12%	-11%	0.2%	0.1%	-5%	15%
COc1ccc(CNC(=O)c2cc(-n3cnnc3)ccc2Cl)cc1	-0.1%	15%	0.2	44	3%	-12%	-0.4%[50 µM]	-3.6%	8%	6%
COc1cccc(CNC(=O)CCNC(=O)c2ccc(Br)o2)c1	0.3%	14%	0.0	49	9%	-16%	0.7%	-0.1%	-46%	12%
COc1ccccc1Nc1nc(-c2cccc([N+](=O)[O-])c2)cs1	0.5%	1%	14	48	9%	-6%	0.4%	2.6%	-28%	-8%
COCCCNC(=O)CCn1c(=O)c2ccccc2n(CC(=O)Nc2ccccc2C)c1=O	0.2%	2%	-1.2	45	4%	.	11%	-0.4%	17%	-8%
COc1ccc(C(C(=O)NC2CCCC2)N(C(=O)c2snc(C(N)=O)c2N)C2CCCC2)cc1OC (stereo not drawn)	-0.2%	-5%	16	48	4%	-10%	0.5%	2.9%	-4%	2%
C/C(N)=C(/C#N)C(=O)COC(=O)c1ccc(C)c(S(=O)(=O)N2CCCCC2)c1	-0.1%	-13%	1.5	58	-3%	-4%	2.7%	-6.8%	3%	-2%
O=C(CCC(=O)c1cccs1)Nc1nnc(C2CC2)s1	-0.1%	5%	0.8	75	7%	-1%	0.4%	-0.4%	-69%	8%
CC(C)C(=O)N(c1ccc2oc(=O)sc2c1)S(=O)(=O)c1ccccc1	-0.1%	2%	0.3	57	23%	-21%	0.2%	1.9%	-28%	6%
CCCC1C(C#N)=C(N)Oc2cc(C)n(C)c(=O)c21 (stereo not drawn)	-0.1%	8%	-0.4	96	-2%	21%	0.3%	4.1%	-120%	2%
Cc1cc(C)cc(OCCn2nnc3ccccc32)c1	-0.2%	-1%	0.7	53	9%	-31%	-0.2%	-1.9%	-36%	-4%
Cc1cccc(NC(=O)N(Cc2nc3ccccc3c(=O)[nH]2)C2CCCC2)c1	-2.3%	31%	-2.1	80	1%	8%	1.7%	4.1%	-18%	7%
CCOC(=O)C(C(C)=O)C(c1ccc(OCCC(C)C)cc1)C(C(C)=O)C(=O)OCC (stereo not drawn)	0.1%	11%	-0.3	55	3%	10%	-0.1%	-5.3%	12%	4%
COc1cc2c(cc1OC)C(C)N(C(=O)c1cc3c(C)cc(C)cc3[nH]1)CC2 (stereo not drawn)	0.7%	5%	9.1	68	10%	-7%	4.0%[50 µM]	-2.1%	-19%	-4%
O=C1Nc2cc(C(F)(F)F)ccc2N2CCCCC12 (stereo not drawn)	-0.1%	4%	-0.8	71	6%	1%	-0.2%	-23%	-13%	2%
Cc1cc(NC(=O)CSc2nc3cc4c(cc3c(=O)n2CCc2ccccc2)OCO4)no1	-0.1%	-3%	38	83	8%	-50%	0.2%	0.2%	4%	-15%
CN(C)c1ccc(/C=N/N2CCN(c3ccccn3)CC2)cc1	-0.1%	-3%	0.2	51	?	-13%	-0.2%	2.5%	2%	0%
O=C(CSc1nnnn1C1CCCCC1)N1CCc2ccccc21	0.0%	7%	1.5	64	7%	.	7.1%	-5.8%	17%	6%
CCOc1ccc(OCCN(C)Cc2ccccc2)cc1	0.3%	17%	-0.7	92	11%	-8%	0.0%	-7.4%	11%	4%
O=S(=O)(/N=C/c1c(O)ccc2ccccc12)c1ccccc1	-0.1%	8%	1.5	45	8%	18%	-0.3%	-4.0%	25%	-4%
Cc1ccc(S(=O)(=O)C(F)(F)F)cc1NC(=O)c1cccnc1	-0.1%	-7%	-1.6	93	6%	-18%	1.3%	-0.8%	-8%	-6%
COc1ccc(OC(=O)c2cccc(S(=O)(=O)N3CCCC3)c2)cc1	-0.1%	-2%	3.2	58	16%	-27%	1.8%	-0.8%	-29%	-10%
Cc1csc(CN(C)C(=O)CC2C(=O)NCCN2Cc2ccc(F)c(F)c2)n1 (stereo not drawn)	-0.1%	9%	0.2	56	2%	-8%	0.3%	4.7%	12%	9%
CCOC(=O)c1[nH]c(C)c(CCC(=O)OC)c1C	0.1%	6%	-3.9	99	10%	0%	0.0%	-1.2%	-7%	-8%
CC1(C)Cc2c(c(N3CCCC3)nc3sc(C(=O)Nc4ccccc4)c(N)c23)CO1	-0.1%	8%	0.5	48	3%	-8%	0.8%	-0.4%	-6%	-15%
O=C(Nc1ccccc1F)C1C2C=CC3(O2)C1C(=O)N(c1cccnc1)C3C(=O)NC1CCCCC1 (stereo not drawn)	0.8%	-6%	2.6	79	3%	-3%	1.6%	3.9%	1%	19%
O=C(COC(=O)[C@@H]1CCCN1S(=O)(=O)c1ccccc1F)Nc1ccc(OC(F)F)cc1	-0.2%	2%	1.1	57	15%	-15%	1.3%	-3.0%	-13%	-1%
CCC(C)NC(=O)C1CCN(CCCc2ccccc2)CC1 (stereo not drawn)	-0.1%	20%	0.5	71	15%	-29%	0.1%	-2.4%	-39%[20 µM]	10%
CCOc1cc(S(=O)(=O)n2c(C)nc3ccccc32)ccc1F	0.2%	7%	-0.8	39	2%	-16%	-0.1%	1.6%	-6%	-1%
CCCS(=O)(=O)N1CCc2ccc(NC(=O)C3CCCO3)cc2C1 (stereo not drawn)	0.3%	13%	-0.1	61	4%	-35%	1.0%[50 µM]	4.9%	-6%	-2%
O=[N+]([O-])c1ccc(Oc2ccc(-c3cnc4ccccc4n3)cc2[N+](=O)[O-])cc1	0.2%	1%	-0.4	55	3%	-18%	3.7%	-3.7%	-9%	8%
COc1cc(CC(=O)OCC(=O)NCC(C)C)cc(OC)c1OC	-0.6%	-8%	2.6	38	4%	-16%	-0.2%	2.5%	-11%	-6%
COc1ccc(NCC(O)Cn2c(C)c(C)c3ccccc32)cc1 (stereo not drawn)	0.0%	-31%	2.9	55	71µM*	-19%	-0.8%	4.5%	-37%[20 µM]	-2%
CC(c1ccccc1F)n1cc(C(=O)NCc2ccncc2)nn1 (stereo not drawn)	-0.2%	-13%	-0.2	54	3%	-34%	2.9%	2.4%	12%	-1%
Nn1c(SCC(=O)Nc2ccc3c(c2)OCCO3)nnc1C(F)(F)F	0.2%	25%	-1.5	33	10%	-5%	0.3%	-0.1%	10%	2%
COc1ccc(/C=C/C(=O)NCCN=C2NS(=O)(=O)c3ccccc32)cc1	-0.1%	2%	0.6	34	10%	-57%	-1.1%	-2.2%	-28%	-16%
O=C(Nc1ccc2c(c1)OCCO2)Nc1ccc2c(c1)OCO2	0.2%	3%	0.4	96	4%	-31%	1.8%	-0.4%	-2%	-9%
Cc1ccc(/C=C/C(=O)C2C(=O)c3ccccc3C2=O)cc1	-0.2%	-3%	1.5	60	1%	29%	-0.2%	16%	-68%	1%
Clc1ccc(-c2n[nH]c3c2CCC3)cc1Cl	0.3%	7%	2.2	93	9%	-7%	-1.2%	1.4%	3%	1%
C=CCN=C(C)C1=C(O)C(C)OC1=O (stereo not drawn)	0.3%	1%	-0.3	50	9%	-11%	2.4%	-0.7%	9%	-2%
O=C(O)CCC(=O)Nc1ccc(N2CCOCC2)cc1	0.0%	5%	1.3	54	8%	-34%	0.1%	4.6%	-19%	19%
Cc1cccc(NC(=O)c2cc(-c3ccccn3)nc3ccccc23)c1C	-0.1%	1%	1.0	58	4%	-6%	0.6%	0.8%	-69%[20 µM]	2%
CCOc1ccc2c(c1)C(=O)c1cc(OCC(=O)O)ccc1-2	0.3%	-2%	1.6	47	14%	10%	-0.4%	3.3%	-29%	12%
COc1ccc(C(=O)CCC(=O)Nc2cccnc2)c(OC)c1	-0.2%	5%	-0.3	55	7%	-7%	-0.9%	-0.3%	-55%	-13%
CC(=O)N1c2ccc(S(=O)(=O)NCCc3ccccc3)cc2CC1C (stereo not drawn)	0.1%	5%	0.7	74	8%	16%	0.0%	-11%	-6%	-4%
CC(=O)Nc1ccc(C(=O)Nc2ccc(S(=O)(=O)N3CCCCC3)cc2)cc1	0.2%	-5%	1.9	45	8%	-10%	-0.1%	-2.6%	32%	-6%
COc1ccc(OCCC(=O)OCC(=O)NC(=O)NC(C)C)cc1	0.2%	-4%	-3.4	96	7%	-3%	2.8%	-1.3%	1%	0%
Cc1c(C(=O)Nc2c(N)nc(SCC(=O)NCC3CCCO3)[nH]c2=O)cccc1[N+](=O)[O-] (stereo not drawn)	-0.2%	15%	0.0	68	4%	-20%	-0.1%	2.0%	18%	0%
O=c1ccccn1Cc1ccccc1F	-0.3%	-5%	0.0	44	12%	-9%	1.3%	3.7%	-15%	-20%
O=c1[nH]c2cccnc2n1Cc1ccccc1	-0.1%	2%	-1.2	31	7%	-15%	0.1%	4.5%	-11%	2%
O=c1ccc(-c2ccc(S(=O)(=O)Nc3ccccc3Cl)o2)n[nH]1	-0.1%	-13%	0.5	57	-4%	28%	0.1%	5.0%	10%	-10%
O=C(N/N=C/c1ccc(N2CCCCC2)o1)C(O)(c1ccccc1)c1ccccc1	0.0%	7%	-0.2	72	.	-14%	.	-3.8%	-6%	0%
CN1CCN(CCCNC(=O)CN2C(=O)COc3ccccc32)CC1	-0.1%	-5%	0.4	41	2%	-72%	0.1%	2.0%	-10%	6%

Only part of the results is shown; the hit share may differ from the screen's.
